# SIAE primary – human SIAE inhibition, primary screen; 370,000 tested, 0.69% active; inhibition, % at 9.66 µM; SIAE FP-Rh probe binding, fluorescence polarization; AID 1053197; Q9HAT2;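 active means inhibition above a cutoff: mean of compounds within the control limits plus 3 SD of those, cut at about 17% in these data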;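 further: 0% = plate median of compound wells and 100% = probe without SIAE protein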
# PRMT1 FP inh – inhibitors of human PRMT1. Q99873. recombinant PRMT1, activity-based probe fluorescence polarization. inhibition, % at 2.79 µM. 370,000 tested, 1.3% active. AID 652257;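 active means inhibition above about 21% made by adding two undisclosed values, limit read from the data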
# Target sequence (Q99873 whole entry, looked up): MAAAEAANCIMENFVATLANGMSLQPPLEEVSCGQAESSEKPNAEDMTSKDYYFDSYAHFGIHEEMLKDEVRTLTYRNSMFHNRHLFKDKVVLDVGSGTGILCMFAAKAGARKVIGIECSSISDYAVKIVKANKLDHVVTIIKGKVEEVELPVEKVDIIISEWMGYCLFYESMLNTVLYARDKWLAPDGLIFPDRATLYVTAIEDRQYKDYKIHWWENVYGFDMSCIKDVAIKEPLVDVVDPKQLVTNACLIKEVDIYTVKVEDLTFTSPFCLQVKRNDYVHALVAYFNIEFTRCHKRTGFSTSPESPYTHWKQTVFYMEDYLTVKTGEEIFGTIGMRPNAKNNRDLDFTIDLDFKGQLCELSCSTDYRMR
# TDP2 inh – blocks human TDP2 phosphodiesterase activity. inhibition, % at 12.8 µM. recombinant TDP2, T5PNP hydrolysis, p-nitrophenol absorbance 415 nm. 370,000 tested, 0.34% active;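 active means inhibition above the mean of all tested compounds plus 3 SD, set per campaign, cut at about 25% in these data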;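 further: 0% = DMSO with enzyme and 100% = buffer with substrate but no TDP2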
# Target sequence (O95551 whole entry, looked up): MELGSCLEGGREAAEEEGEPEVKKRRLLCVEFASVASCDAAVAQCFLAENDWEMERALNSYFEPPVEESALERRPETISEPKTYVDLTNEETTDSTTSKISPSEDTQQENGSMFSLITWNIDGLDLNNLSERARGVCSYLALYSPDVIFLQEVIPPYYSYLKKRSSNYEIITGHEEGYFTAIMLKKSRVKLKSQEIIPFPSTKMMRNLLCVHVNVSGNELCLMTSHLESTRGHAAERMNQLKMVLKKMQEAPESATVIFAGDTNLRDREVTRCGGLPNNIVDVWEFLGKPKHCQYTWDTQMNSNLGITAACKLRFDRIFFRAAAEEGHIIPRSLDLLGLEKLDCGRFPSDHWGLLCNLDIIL
#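 Incubation: 2 h at 37 °C; Test system: recombinant human TDP2; Quantity: enzyme 120 nM; Read-out basis: percent inhibition; Medium: 50 mM Tris-HCl pH 7.5 with Mg2+, KCl, DTT, BSA; Repeats: single replicate; Compound: 12.8 µM single point, 1% DMSO; Signal: epi absorbance; Reagent: 5 mM T5PNP chromogenic substrate; Benchmarks: no-enzyme high, DMSO-plus-enzyme low.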
# TCR CD3 inh – blocks the human TCR-CD3 interaction. TAMRA-labeled TCR probe fluorescence, biochemical. inhibition, % at 9.4 µM. 360,000 tested, 0.37% active. AID 651800; in the data active means inhibition above about 19%;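 further: recombinant mutant TCR 2C K166C tagged with TAMRA read by polarization; 0% = receptor in buffer alone and 100% = receptor with positive control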
# LEDGF integ inh – blocks HIV-1 LEDGF/p75-dependent DNA integration | 370,000 tested, 0.64% active | TR-FRET IN-LEDGF/p75 DNA integration, Eu/Cy5 | inhibition, % at 3.7 µM;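 active means inhibition above the screen-wide mean plus 3 SD, cut at about 13% in these data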;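 further: signal is the Cy5 over europium emission ratio at 671 and 618 nm; 0% = plate median of compound wells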
# Rev-erbA mod – modulates human Rev-erb alpha binding to DNA; P20393; Rev-erbα–FITC-DNA binding, fluorescence polarization, 90 min; activity, % at 10 µM; 370,000 tested, 0.79% active; AID 1259318;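 active means activity above about 14%, limit read from the data; passing the limit was not always enough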;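 further: 0% = DMSO wells with 35 nM protein and 100% = DMSO wells with 750 nM protein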
# rCAG binder – molecules binding r(CAG) RNA repeats; 370,000 tested, 1.3% active; inhibition, % at 3 µM; r(CAG) RNA repeat, TO-PRO-1 dye displacement fluorescence; AID 651821;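 active means inhibition above the plate cutoff, the mean of all test compounds on that plate plus 3 SD, cut at about 35% in these data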;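 further: 0% = DMSO alone and 100% = 100 µM mitoxantrone as full dye displacement; higher means more dye released from RNA so lower well fluorescence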
# HTRA1 inh – blocks human HTRA1 serine peptidase; 340,000 tested, 0.5% active; inhibition, % at 5.96 µM; recombinant HTRA1, FP-rhodamine activity-based probe, fluorescence polarization; in the data active means inhibition above about 36%;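 further: 0% = enzyme with DMSO and 100% = wells lacking enzyme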
# mABHD4 FP – ABHD4 (mouse) inhibition, primary FP screen; inhibition, % at 8.92 µM; purified mABHD4, FP-Rh probe fluorescence polarization; 370,000 tested, 0.54% active; Q8VD66;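 active means inhibition exceeding the mean over every tested compound plus 3 SD, cut at about 30% in these data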;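 further: 0% = plate median of compound wells and 100% = S159A mutant with DMSO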
# Target sequence (Q8VD66 whole entry, looked up): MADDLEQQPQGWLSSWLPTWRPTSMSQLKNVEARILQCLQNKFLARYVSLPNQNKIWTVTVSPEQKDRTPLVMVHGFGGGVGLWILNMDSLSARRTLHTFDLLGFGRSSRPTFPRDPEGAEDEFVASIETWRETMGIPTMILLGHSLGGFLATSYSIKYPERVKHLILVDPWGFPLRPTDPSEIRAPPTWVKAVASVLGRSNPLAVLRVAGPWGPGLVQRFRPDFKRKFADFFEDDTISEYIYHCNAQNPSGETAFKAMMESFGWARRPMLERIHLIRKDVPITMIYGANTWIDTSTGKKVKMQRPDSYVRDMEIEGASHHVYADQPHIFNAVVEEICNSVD
#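 system = mouse ABHD4 enzyme, wild type | medium = HEPES pH 7.0, NaCl, Pluronic buffer | also added = FP-Rh probe | incubation = Enzyme–compound pre-incubation 45 min, then probe 60 min, both 25 °C | technique = fluorescence polarization, excitation 525 nm, emission 598 nm, BODIPY TMR filters | controls = S159A mutant high control, sample median low control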
# PG9 Ab binder – PG9 antibody binding by small molecule. inhibition, % at 6.7 µM. 360,000 tested, 0.43% active. AID 624416. TR-FRET gp120-PG9 antibody binding; in the data active means inhibition above about 8.5%
# * hit, by the source's call; x = no result given; & = joins results of further samples. The list is partial (hit frequency here may not be typical).
SMILES,SIAE primary,PRMT1 FP inh,TDP2 inh,TCR CD3 inh,LEDGF integ inh,Rev-erbA mod,rCAG binder,HTRA1 inh,mABHD4 FP,PG9 Ab binder
O=C(Cn1cc2c(n1)CCCC2)NCCc1ccccc1,0.5,-7.1,8.0,9.4,5.1,1.8,-0.1,-0.9,-0.6,-0.1
O=C(O)CC(c1ccc(OC2CCCC2)cc1)N1C(=O)c2ccccc2C1=O (configuration not stated),1.2,3.4,12.3,-2.7,-3.2,-7.2,19.4,-3.4,-1.6,0.6
COc1ccc(OC)c(C(=O)NC(CC(N)=O)c2ccc(NCC3CC3)c([N+](=O)[O-])c2)c1 (configuration not stated),-2.3,-1.0,-10.8,-1.9,-2.5,0.5,-1.1,5.0,5.5,1.1
O=C(O)CC1S/C(=N/N=C/c2ccc(-c3ccc(Cl)cc3[N+](=O)[O-])o2)NC1=O (configuration not stated),-3.5,11.6,-8.3,0.1,1.1,0.9,43.0*,7.8,12.2,-3.3
Cc1cc(C)c(S(=O)(=O)N2CCN(CCO)CC2)c(C)c1,-7.0,-11.1,-5.2,-0.3,5.3,-8.1,1.1,-0.4,2.8,0.0
Nc1nnc(SCCCOc2ccc(F)cc2)s1,1.6,-0.2,0.4,-1.8,1.3,-4.3,-5.3,4.0,5.9,-2.8
O=C(CCN1C(=O)/C(=C\c2cccc(Br)c2)SC1=S)NCCCN1CCOCC1,-11.0,5.7,10.4,7.1,2.1,-4.0,3.1,-16.9,-28.9,-1.4
COc1ccccc1CN1C[C@@H]2C[C@@H](c3cccc(O)c3)N3CCC[C@@]23C1=O,-3.8,-4.4,-6.5,0.8,3.2,4.0,-5.0,2.8,6.1,-1.7
COC(=O)C(CC(C)C)NC(=O)CSc1nc(-c2ccccc2)c(C#N)c(=O)[nH]1 (configuration not stated),1.4,1.0,12.2,2.6,-2.8,4.9,17.6,-3.6,3.8,1.7
O=C(CCS(=O)(=O)c1ccccc1)N1CCN(c2cccc(C(F)(F)F)c2)CC1,0.9,-1.2,5.4,-6.2,8.7,-10.0,-4.6,-9.7,2.3,-2.8
CN1C[C@@H]2[C@@H]3C(=O)N(C)C(=O)[C@@H]3[C@](C)(C1=O)N2C(=O)c1ccc(Cl)cc1,-9.6,-3.3,-17.6,4.5,-0.8,-7.0,0.9,0.4,-7.8,0.4
CC(=O)N1CCN(C(c2ccccc2)c2nnnn2C(C)(C)C)CC1 (configuration not stated),-4.7,-5.7,-14.3,-7.6,2.3,4.3,-0.5,x,-2.7,-0.4
CC1=CC2=NC(=O)/C(=C\c3cccn3CCOc3cc(C)cc(C)c3)C(=N)N2O1,-39.0,-1.2,-16.3,4.7,-2.7,0.0,0.5,-81.8,-19.0,-1.4
Cc1ccc(C2CC(=O)C=C(Nc3ccc(Cl)cc3)C2)cc1 (configuration not stated),-6.2,-0.7,1.2,4.3,-0.7,-3.6,0.7,-4.4,6.7,-3.3
CCN(CC)S(=O)(=O)c1cccc(NC(=O)COc2ncnc3sccc23)c1,-4.5,2.0,-3.7,7.2,-2.6,-2.0,7.2,-15.0,-5.2,2.8
Cc1nn(-c2ccccc2)c(Cl)c1/C=N/Nc1nc2ccccc2[nH]1,4.7,1.0,15.2,-1.3,-3.1,-0.8,10.2,-3.7,14.6,-1.9
O=c1[nH]c2ccccc2nc1/C=C(\O)C(F)F,-6.5,-0.9,-10.4,4.8,1.8,2.0,0.6,-4.6,1.6,-3.6
Nc1nc(SCc2ccccc2)[nH]c(=O)c1-c1ccccc1,-5.8,2.0,11.3,-5.2,-1.1,-6.2,-1.1,-0.8,-0.3,-0.3
O=C(N/N=C/C=C/c1ccccc1)C(O)c1ccccc1 (configuration not stated),-12.4,-3.3,-2.1,-0.8,-2.4,-1.2,-3.3,-1.8,1.3,-0.4
CCOC(=O)C1CCC2(CC1)C(C#N)=C(N)Oc1n[nH]c(C)c12 (configuration not stated),10.3,0.5,-5.8,-1.5,6.3,-2.8,3.2,4.1,-1.2,-1.9
CCCN1CC(=O)N2C(c3cccc(OC)c3OC)c3[nH]c4ccccc4c3C[C@H]2C1=O (some centres not stated),7.7,-2.9,7.3,8.9,-3.4,6.0,-2.7,-3.8,-3.2,2.0
CCOc1ccc(OCCC(=O)OC(C)C(=O)Nc2ccc(C(C)=O)cc2)cc1 (configuration not stated),-0.9,-0.4,-13.2,3.2,1.9,-0.6,-3.8,-0.5,-4.3,-1.1
CC(=O)NC(Cc1cc(C)ccc1C)C(=O)N1CCN(C(=O)c2ccc(Br)cc2)CC1 (configuration not stated),-1.2,1.9,-0.4,-4.0,-0.3,-0.7,-4.9,8.5,5.5,-0.5
O=C(Cn1cncn1)N/N=C/c1ccc(Cl)cc1,-2.1,-0.8,6.9,0.4,-2.8,-3.8,2.5,3.4,4.2,-2.4
O=C(CN1CCOc2ccccc21)NCc1ccc(F)cc1,16.0,2.1,10.5,0.6,1.3,-5.9,1.7,-0.2,1.6,0.5

# Arranged by formula weight (ascending): some entries from above
SMILES,SIAE primary,PRMT1 FP inh,TDP2 inh,TCR CD3 inh,LEDGF integ inh,Rev-erbA mod,rCAG binder,HTRA1 inh,mABHD4 FP,PG9 Ab binder
O=C(N/N=C/C=C/c1ccccc1)C(O)c1ccccc1 (configuration not stated),-12.4,-3.3,-2.1,-0.8,-2.4,-1.2,-3.3,-1.8,1.3,-0.4
CC(=O)N1CCN(C(c2ccccc2)c2nnnn2C(C)(C)C)CC1 (configuration not stated),-4.7,-5.7,-14.3,-7.6,2.3,4.3,-0.5,x,-2.7,-0.4
Cc1nn(-c2ccccc2)c(Cl)c1/C=N/Nc1nc2ccccc2[nH]1,4.7,1.0,15.2,-1.3,-3.1,-0.8,10.2,-3.7,14.6,-1.9
CCN(CC)S(=O)(=O)c1cccc(NC(=O)COc2ncnc3sccc23)c1,-4.5,2.0,-3.7,7.2,-2.6,-2.0,7.2,-15.0,-5.2,2.8
O=C(CCS(=O)(=O)c1ccccc1)N1CCN(c2cccc(C(F)(F)F)c2)CC1,0.9,-1.2,5.4,-6.2,8.7,-10.0,-4.6,-9.7,2.3,-2.8
O=C(CCN1C(=O)/C(=C\c2cccc(Br)c2)SC1=S)NCCCN1CCOCC1,-11.0,5.7,10.4,7.1,2.1,-4.0,3.1,-16.9,-28.9,-1.4

# More entries:
SMILES,SIAE primary,PRMT1 FP inh,TDP2 inh,TCR CD3 inh,LEDGF integ inh,Rev-erbA mod,rCAG binder,HTRA1 inh,mABHD4 FP,PG9 Ab binder
CC(=O)Nc1sc2c(c1C(c1cccs1)N1CCOCC1)CCCC2 (configuration not stated),8.0,-1.1,4.9,0.8,0.8,2.5,0.7,0.0,6.6,2.0
O=c1[nH]c(=O)n(C2C[C@H](O)[C@@H](CO)O2)cc1C(F)(F)F (some centres not stated),-4.4,2.4,-4.0,5.2,-3.7,-3.0&-4.5,2.9,9.7,-6.2,-1.4
Cc1c(N2C(=O)/C(=C\c3ccccc3O)SC2=S)c(=O)n(-c2ccccc2)n1C,4.8,47.1*,9.3,-6.9,2.2,4.9,0.7,7.9,-0.5,0.0
COc1ccc(-c2c(C)sc(NC(=O)c3ccnn3C)c2C#N)cc1,-4.5,14.4,-5.6,-4.0,3.9,47.0*,6.5,5.0,1.8,51.7*
COc1ccc(-c2oc3c(c2C#CC(C)(C)O)C(OCCO)CC3)cc1 (configuration not stated),3.3,-1.9,8.3,1.6,0.1,2.1,1.4,x,1.3,0.9
CCc1cccc(C)c1NC(=S)NCc1ccccc1,8.9,-2.0,0.2,0.5,0.9,1.1,-1.1,-7.6,-11.2,-1.9
CC(=O)Nc1ccc(NC(=S)Nc2ccccc2)cc1,2.2,1.1,3.8,-2.6,-3.4,6.1,1.2,1.7,9.3,-0.3
N#Cc1c(NC(=O)C2CCCO2)sc2c1CCCCCC2 (configuration not stated),-3.3,3.0,-2.2,0.3,-2.7,-1.2,-0.6,2.5,0.4,-0.4
Cc1nc2cc(NC(=O)Nc3cccc([N+](=O)[O-])c3)ccc2n1C,2.3,-4.2,17.6,1.5,4.3,-2.3,5.2,8.8,-3.0,0.0
CC(=O)N/C(=C/c1ccccc1)c1ccccc1,6.3,2.4,-8.9,0.2,-2.5,4.5,2.5,-0.8,1.0,-1.1
Cn1nnnc1SCC(=O)N1CCc2ccccc21,-2.2,-4.5,1.5,-2.3,2.5,-1.0,-0.3,3.7,-3.1,-0.4
O=C(NCc1cc(C(F)(F)F)cc(C(F)(F)F)c1)C1CC(c2ccccc2[N+](=O)[O-])=NO1 (configuration not stated),-2.4,0.2,-21.6,2.1,-1.9,4.2,-6.1,-13.8,-6.3,-2.7
O=c1[nH]c(Cc2ccccc2)nc2ccccc12,-1.4,0.9,-0.7,-2.9,-0.6,-1.6,-0.8,-7.0,9.6,-0.4
COc1ccc(C(C(=O)NC(C)(C)C)N(CCc2ccccc2)C(=O)CCC(=O)Nc2cc(C)on2)cc1 (configuration not stated),1.3,-1.3,-2.8,4.3,1.8,1.8,4.0,-10.3,11.5,-2.2
OCC1(Cc2ccc(Cl)cc2)CCN(Cc2ccccc2F)CC1,-1.0,0.6,0.6,9.3,-1.9,-2.3,-6.6,-9.6,6.5,3.0
CCc1ccc(OCC(=O)N2CCN(c3ccccc3F)CC2)cc1,-5.0,7.8,1.1,-11.7,4.3,-4.9,-2.4,-7.4,-11.6,0.5
CCC1(CC)NC(=O)NC1=O,5.7,-2.6,8.5,4.9,-2.3,-2.8,-1.5,0.3,0.6,0.1
O=C(NC1c2ccccc2Oc2ccccc21)c1ccc([N+](=O)[O-])cc1,-1.8,-1.5,1.2,0.1,-0.1,3.1,3.3,3.1,-1.7,3.7
O=C(Nc1cccnc1)C1CCN(S(=O)(=O)c2ccc(Cl)cc2)CC1,-0.9,-0.1,1.0,3.3,0.4,6.1,-5.7,2.2,-14.0,1.6
Cc1c(NC(=O)CSc2nnnn2-c2ccc(O)cc2)c(=O)n(-c2ccccc2)n1C,2.7,-0.8,6.0,-2.7,1.5,0.9,-0.4,0.6,-0.3,0.6
CCCCN=C(Nc1ccc(Cl)cc1)c1cccnc1,1.1,0.5,12.6,2.9,-0.9,-1.6,-4.7,6.6,5.2,-0.3
Cc1ccc(Cl)c(N/C=C/C(=O)c2ccccc2)c1,-4.5,3.8,-0.9,0.3,-4.9,-2.2,1.4,-10.1,-5.6,-0.4
O=C(NCCN1CCOCC1)c1ccccc1Cl,13.4,-8.1,-9.2,4.8,3.0,-4.8,-2.0,1.5,-1.2,0.6
COc1cccc(CNCCSc2nnnn2C)c1OC,-4.1,-2.3,6.1,-2.5,1.1,-3.5,-2.1,6.2,3.3,-0.5
O=S(=O)(NCc1ccccc1Br)c1cccs1,0.6,1.9,7.8,5.5,-0.6,2.4,1.2,0.9,-2.9,0.8
CN(C)c1ccc(N2C(=O)CC(c3ccccc3)CC2=O)cc1,0.5,3.5,9.2,-1.4,0.9,-0.6,-2.8,-0.5,3.1,-0.5
CC1CCCN(C(=O)CCS(=O)(=O)Cc2ccccc2)C1 (configuration not stated),0.0,0.3,-2.6,-2.5,-1.3,1.2,-3.6,-2.3,3.4,4.8
